# Assay outcomes deposited in PubChem by several laboratories.
# AddAB inh – less growth of phage-infected E. coli with AddAB. E. coli expressing H. pylori AddAB, absorbance growth. inhibition, % at 11.9 µM. 330,000 compounds, 0.29% hits. AID 435030; in the data active = inhibition above about 12%;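 note: 0% = vehicle wells of infected cells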
# HTR5A ag ctr – HTR5A agonism, opioid heterodimer counter-screen; activation, % at 9.3 µM; 340,000 compounds, 0.61% hits; HTR5A agonist assay, luminescence, cell-based; in the data active = activation mostly above about 9.5%, no sharp cut-off; inactive = mostly below about 7.6%;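 note: 0% = cells with vehicle only and 100% = reference agonist; strong numbers were not always called active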
# MOR-DOR ag – OPRM1-OPRD1 heterodimerization agonism; P35372+P41143; AID 504326; 340,000 compounds, 0.3% hits; cells, luminescence; activation, % at 9.3 µM; in the data active = activation above about 18%;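 note: 0% = vehicle-treated cells and 100% = reference agonist; values of inactives mirror those of a sister screen read the other way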
# Target sequence (P35372 whole entry, looked up): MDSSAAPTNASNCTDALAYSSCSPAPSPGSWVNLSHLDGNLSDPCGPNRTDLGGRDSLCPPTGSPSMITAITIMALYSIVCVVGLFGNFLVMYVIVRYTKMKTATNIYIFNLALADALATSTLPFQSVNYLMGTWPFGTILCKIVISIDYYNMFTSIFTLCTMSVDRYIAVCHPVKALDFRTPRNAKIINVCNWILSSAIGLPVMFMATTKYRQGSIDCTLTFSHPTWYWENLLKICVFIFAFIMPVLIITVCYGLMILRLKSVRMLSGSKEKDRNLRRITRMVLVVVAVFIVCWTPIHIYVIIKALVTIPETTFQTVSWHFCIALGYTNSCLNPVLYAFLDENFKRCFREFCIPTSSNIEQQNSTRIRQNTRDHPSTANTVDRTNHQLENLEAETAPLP
# Target sequence (P41143 whole entry, looked up): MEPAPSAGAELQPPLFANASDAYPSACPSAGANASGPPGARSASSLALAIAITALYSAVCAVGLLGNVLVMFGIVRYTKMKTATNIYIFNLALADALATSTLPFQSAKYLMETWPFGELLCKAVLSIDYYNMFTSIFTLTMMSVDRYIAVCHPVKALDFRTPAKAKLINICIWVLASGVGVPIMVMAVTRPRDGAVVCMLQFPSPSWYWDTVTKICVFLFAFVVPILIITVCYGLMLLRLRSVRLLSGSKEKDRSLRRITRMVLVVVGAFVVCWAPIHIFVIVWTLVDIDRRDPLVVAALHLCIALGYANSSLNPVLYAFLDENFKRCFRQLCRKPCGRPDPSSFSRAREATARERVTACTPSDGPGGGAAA
# Mot1-301 SUMO – blocks SUMOylation pathway, rescuing yeast Mot1-301 growth; S. cerevisiae Mot1-301 growth rescue, ATP luminescence, 38.5C; percent above DMSO median, 100 means doubled; growth rescue, % at 18.8 µM; 320,000 compounds, 1% hits;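 active = every valid replicate shows activation above 250% relative to neutral control wells; inactive = the rest, any valid replicate at or below 250%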;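 note: OY570 slx delta 5 strain wells were the positive control but not used for scaling; some compounds called inactive have numbers as strong as hits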
# PfHsp90 set2 – growth inhibition of yeast expressing Plasmodium Hsp90; 310,000 compounds, 0.32% hits; AID 504621; S. cerevisiae expressing PfHsp90, BacTiter-Glo ATP, 48 h; yeast lacking PDR1 and PDR3 efflux regulators; inhibition, % at 9.4 µM;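 active = every replicate shows inhibition above about 80%, whatever the replicate mean, limit read from the data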;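 note: 0% = DMSO neutral controls and 100% = 20 µM radicicol positive controls; yeast relying on Plasmodium falciparum Hsp90 in place of its own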
# phage Ecoli inh – E. coli growth loss with phage present; growth absorbance; inhibition, % at 11.9 µM; 360,000 compounds, 0.26% hits; in the data active = inhibition above about 11%
# Ecoli viability – reduces bacterial viability in AddAB counter-screen; E. coli V3065 growth, OD600 absorbance, 18 h; inhibition, % at 11.9 µM; 330,000 compounds, 0.27% hits; AID 449728;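 active = inhibition above the campaign's mean inhibition across all tested compounds plus 3 SD, cut at about 9.9% in these data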;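 note: uninfected addAB+ strain grown without phage in ampicillin broth; 0% = DMSO wells and 100% = ciprofloxacin 0.95 µg/ml wells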
# PKA-R1A activ – activates the PKA-R1A holoenzyme complex; AID 504707; activation, % at 11.4 µM; PKA-R1A dissociation, Cy5-IP20 fluorescence polarization; scaled: DMSO 0%, 113 µM cGMP 100%; 340,000 compounds, 0.083% hits;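 active = percent activation above the mean of all tested compounds plus 3 SD, cut at about 19% in these data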;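 note: higher means more PKAc released from R1A so a rise in polarization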
# OPRM1-OPRD1 inv – mu-delta opioid heterodimer inverse agonism | P35372+P41143 | cell-based MOR-DOR heterodimer luminescence | inhibition, % at 9.3 µM | 340,000 compounds, 0.21% hits | AID 504357; in the data active = inhibition above about 22%, passing the limit was not always enough;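 note: 0% = cells with DMSO and 100% = wells without cells with DMSO; values of inactives mirror those of a sister screen read the other way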
# HTR5A inv ag – HTR5A inverse agonism, opioid heterodimer counter-screen. P47898. HTR5A cell line, luminescence. inhibition, % at 9.3 µM. 340,000 compounds, 0.083% hits. AID 504634; in the data active = inhibition mostly above about 23%, no sharp cut-off; inactive = mostly below about 18%;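 note: 0% = cells with DMSO and 100% = no-cell wells with DMSO; some compounds called inactive have numbers as strong as hits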
# Pemphigus Ab inh – human desmoglein-3 autoantibody binding inhibition; P32926; binding (percent of control), % at 10 µM; AID 588358; 310,000 compounds, 0.48% hits; DSG3-coupled beads, scFv-anti-DSG3-GFP binding, flow cytometry; active compounds read low;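 active = binding more than 3 SD below its plate's average and above zero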;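 note: hits lower antibody fragment binding to DSG3; some compounds called inactive have numbers as strong as hits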
# * = called active by the depositor; · = not tested or not shown; + = active, no number.
SMILES,AddAB inh,HTR5A ag ctr,MOR-DOR ag,Mot1-301 SUMO,PfHsp90 set2,phage Ecoli inh,Ecoli viability,PKA-R1A activ,OPRM1-OPRD1 inv,HTR5A inv ag,Pemphigus Ab inh
COC(=O)c1[nH]c2ccccc2c1NS(=O)(=O)c1ccc(F)c(C)c1,-1.2,2.9,-2.1,9.0,-15.5,3.4,-0.6,-2.8,10.7,14.2,86.6
O=C(CN(C(=O)c1csnn1)c1ccccc1C(F)(F)F)NCc1ccccc1,3.2,0.4,0.6,35.1,1.3,-0.5,-2.5,0.3,-4.1,-6.4,91.6
O=C1CN(C(=O)NCC(=O)N[C@@H](C(=O)O)c2ccccc2)c2ccccc2N1,5.5,-0.2,-2.9,-1.1,18.1,3.8,1.8,-2.9,14.9,-0.1,70.7
CCOc1ccc(C2Nc3ccccc3NC3=C2C(=O)CC(C)(C)C3)cc1OC (stereo unspecified),1.0,0.1,-2.8,6.8,-3.0,2.3,0.1,-0.8,14.3,-0.3,109.5
CNS(=O)(=O)c1cccc(C(=O)OCC(=O)Nc2ccccc2OC(F)F)c1,1.5,-5.1,-1.0,58.1,-14.9,4.0,0.5,8.3,5.2,5.7,103.3
O=C(O)/C=C/c1ccc2c(c1)OCCO2,-0.1,4.4,-1.9,13.8,-19.0,1.5,1.4,-0.1,10.0,-11.9,96.0
Cc1ccc(C(=O)N2CCN(c3ncnc4c(C)csc34)CC2)cc1,-0.5,4.7,-1.7,10.0,-4.0,1.2,-1.5,-8.8,8.5,-29.6,86.1
COc1ccc(CN2CCNC(=O)C2CC(=O)N(C)Cc2nccs2)cc1OC (stereo unspecified),3.4,0.2,-2.1,-6.4,-13.1,-0.7,1.3,-2.0,7.0,3.6,107.9
CCOC(=O)Cn1c(C)c(Br)c(=O)c2cccc(C)c21,0.0,5.0,6.2,+,22.2,3.0,-2.0,-0.2,-35.4,-22.5,95.6
CCCOC(=O)c1ccc(OCC(O)Cn2c(C)nc3ccccc32)cc1 (stereo unspecified),·,5.8,0.1,·,-14.3,1.1,·,-8.8,-0.3,-17.1,100.4
Cc1cccc(NC(=O)CCN2C(=O)C3C4C=CC(C4)C3C2=O)n1 (stereo unspecified),1.9,-0.4,-2.8,0.5,15.9,2.8,0.0,-3.9,11.8,0.9,·
CC(NC(=O)c1ccc(Br)cc1)C(=O)NC1=NCCS1 (stereo unspecified),2.8,0.5,-0.1,9.5,-0.7,1.7,-1.2,-5.5,1.0,-1.5,105.5
CCc1c(C)nc2c(OC)cccc2c1Cl,-0.5,-5.1,0.2,·,15.3,4.0,0.8,-7.8,-1.1,3.4,106.4
COc1ccccc1NC(=O)CSc1nnc(CC(=O)Nc2ccccc2C)n1C,-0.6,0.1,-3.7,64.0,14.9,3.0,-0.5,3.3,19.9,-0.3,108.2
COC(=O)Nc1ccc(C)c(NC(=O)OC)c1,-0.1,-3.5,-1.2,-1.0,7.3,2.4,-1.9,-15.3,6.9,-23.3,94.5
CC1CN(c2nc3ccccc3nc2C(C#N)C(=O)NCc2ccc3c(c2)OCO3)CC(C)O1 (stereo unspecified),-1.4,9.3,0.3,-10.3,-7.4,1.5,0.8,-0.6,-1.7,-26.1,103.4
O=C(NC12CC3CC(CC(C3)C1)C2)N1CCN(c2ccccn2)CC1,1.8,12.8,-2.1,-15.5,19.4,3.1,-2.0,-3.8,12.3,-13.9,115.5
CCOc1ccc(C(=O)NC(=S)Nc2ccc(N3CCCCC3)cc2)cc1[N+](=O)[O-],3.5,4.2,-0.8,13.9,-8.3,3.0,2.6,-9.4,4.6,-37.3,123.8
N#CC(=C1CCCC1)c1nc(-c2ccccc2O)cs1,2.4,-3.2,-3.1,29.6,-14.4,·,0.1,0.4,12.7,7.7,·
CCOC(=O)CSc1nnc(CNC(=O)c2cccs2)n1CCc1ccccc1,-0.4,6.8,-2.8,-11.1,20.6,·,-0.9,-2.0,15.1,-2.3,102.7
CC1CCCC(NC(=O)CSc2nccn2C)C1C (stereo unspecified),4.8,0.4,-2.5,·,-6.6,3.3,2.0,-7.7,13.9,-26.0,113.7
Cc1[nH]c(=O)[nH]c(=O)c1S(=O)(=O)N1CCOCC1,2.4,1.2,-0.3,97.5,-18.4,2.2,2.2,-1.4,1.8,0.6,·
Cc1cc(Cl)cc(Br)c1OCCCCn1cncn1,-1.8,4.5,-1.2,12.4,-21.8,-2.2,-1.4,-5.7,6.4,-15.9,106.5
NNC(=O)[C@H](Cc1ccccc1)NC(=O)Nc1ccc2c(c1)OCCO2,1.4,2.8,-0.9,3.4,4.3,2.7,-0.2,2.2,4.5,17.6,110.9
COc1cc(S(=O)(=O)N2CCOCC2)ccc1NC(=O)c1cc2c(s1)CCC2,3.9,4.5,-1.4,10.0,-13.8,2.8,-0.1,-2.9,7.7,-10.2,114.1

# Continuation.
SMILES,AddAB inh,HTR5A ag ctr,MOR-DOR ag,Mot1-301 SUMO,PfHsp90 set2,phage Ecoli inh,Ecoli viability,PKA-R1A activ,OPRM1-OPRD1 inv,HTR5A inv ag,Pemphigus Ab inh
CCCCC(=O)N(c1ccc(OC)cc1)C1C=CS(=O)(=O)C1 (stereo unspecified),2.7,-4.3,-1.8,-9.9,-21.5,1.9,-1.7,6.5,10.5,-1.1,126.1
O=S(=O)(NCc1ccccc1)NCc1ccccc1F,0.7,1.6,-0.8,-7.9,6.2,3.0,-1.5,-9.5,6.0,-4.4,92.9
Cc1cc(Cl)c2c(c1)[C@]1(C(=O)N2)[C@@H]2C(=O)N(Cc3ccccc3)C(=O)[C@@H]2[C@@H]2CCCN21,0.1,2.7,5.5,10.6,-4.9,0.8,0.5,-8.4,-33.7,-7.2,·
O=C(NCCc1ccncc1)Nc1cccc(Cl)c1,1.2,-2.7,1.0,54.2,7.7,3.3,0.9,0.1,-5.5,14.3,92.8
CC(=O)Nc1ccc(NC(=O)c2ccc(Cl)nc2)cc1,2.6,-1.9,-1.2,342.9,2.6,-0.4,1.8,-6.8,6.3,-32.1,93.1
COc1ccc(CCNc2ccc(C(=O)O)cc2[N+](=O)[O-])cc1OC,0.3,-6.5,2.4,30.3,17.6,4.9,0.4,-17.8,-13.1,22.2,115.2
C/C(=N\NC(=O)c1cccc(Br)c1)c1ccc(Br)cc1,-0.8,-0.5,1.9,-7.8,-20.6,-0.5,-1.4,-1.7,-11.8,-6.3,·
CC(=O)N1CCN(S(=O)(=O)c2cccc(C(=O)OCc3cccc(F)c3)c2)CC1,0.9,0.0,-0.2,-18.0,-7.8,-0.4,-2.5,-0.6,0.7,0.0,·
CCOC(=O)C(=O)Nc1nccs1,-0.2,-2.5,0.3,263.6,9.0,3.0,-0.7,-4.2,-2.3,-13.2,100.6
O=C(Nc1nc(SCc2ccc(F)cc2)ns1)c1ccco1,5.5,8.3,0.9,122.9,29.2,2.5,0.3,-6.1,-5.2,7.3,103.0
COCCn1nnnc1C(c1ccc(C)cc1)N1CCN(Cc2ccc3c(c2)OCO3)CC1 (stereo unspecified),·,-5.4,-0.4,·,0.9,2.6,·,-9.7,1.5,-1.8,·
CN(C)C(CNC(=O)c1ccc2ccccc2n1)c1ccccc1 (stereo unspecified),-0.8,3.2,58.1*,-0.8,-10.0,2.5,-3.1,6.3,-436.7,-8.5,·
O=S1(=O)c2ccc(Br)cc2N2CCC[C@H]2CN1Cc1ccccc1,0.9,0.0,-1.9,·,-20.3,0.7,0.0,-2.9,9.3,-0.4,102.3
C/C(=N\N(c1ccccc1)c1ccccc1)c1ccco1,0.6,-1.2,2.7,187.2,-0.9,1.4,1.0,-3.4,-12.7,3.3,97.0
CCCCC(=O)Nc1ccccc1N1CCN(c2ccc(F)cc2)CC1,2.8,2.7,3.6,-32.1,7.0,0.5,2.9,-8.6,-19.9,-3.8,111.3
O=C(Nc1ccc(S(=O)(=O)NCc2ccco2)cc1)c1ccc(F)cc1,4.9,-5.9,0.7,15.3,-18.8,3.4,-1.1,-3.4,-3.8,15.7,102.0
CCCC1=C(C(=O)OCC)C(c2sccc2C)n2ncnc2N1 (stereo unspecified),-1.6,-4.3,0.9,0.7,-10.9,2.8,0.3,19.0*,-4.4,12.0,105.7
CC1CC(=O)NN=C1c1ccc(NCCO)c([N+](=O)[O-])c1 (stereo unspecified),1.3,-1.3,-2.1,-5.6,-24.4,3.5,3.4,9.1,11.2,8.5,98.7
CC1(C)NC(=O)N(CC(=O)OCc2cc(=O)n3cc(Br)ccc3n2)C1=O,0.1,-2.6,-0.9,150.6,11.7,0.2,-0.8,-5.3,4.0,6.6,103.3
O=S(=O)(c1cccc(NC(=S)N2CCN(c3cccc(Cl)c3)CC2)c1)C(F)F,2.7,15.3*,12.7,21.2,-2.6,5.1,0.2,-12.9,-92.0,-43.3,112.9
O=C(c1cccc(S(=O)(=O)N2CCCCC2)c1)N(CCc1ccccc1)Cc1ccccc1,4.0,-1.8,2.1,-0.9,-39.9,5.8,3.3,-1.6,-10.2,8.4,105.1
O=C(COC(=O)C1CC(O)CN1S(=O)(=O)c1ccc(Cl)cc1)c1ccccc1Cl (stereo unspecified),4.5,-1.0,0.6,-0.7,15.1,3.3,-1.1,1.4,-4.0,18.8,82.5
CCN(CC)C(=O)CC(c1ccc(N(C)C)cc1)c1c(OC)cc(OC)c2c(-c3ccccc3)cc(=O)oc12 (stereo unspecified),-0.3,-1.0,-3.2,-22.7,·,0.1,-0.7,4.6,17.8,7.8,106.2
COc1ccc(C(=O)Nn2c(SCc3ccc([N+](=O)[O-])cc3)nc3ccccc3c2=O)cc1,-0.3,-0.5,3.9,308.8,-37.5,1.0,0.7,-13.7,-21.8,1.3,90.8
CCC(C(=O)NC1CCCC1)N(C(=O)Cn1nnc(-c2ccc(C)o2)n1)C(C)(C)C (stereo unspecified),1.1,-2.2,-0.9,6.9,-39.4,1.2,1.7,5.7,4.8,-1.8,92.8
O=[N+]([O-])c1ccn(-c2nc(-c3cccs3)cc(C(F)(F)F)n2)n1,-0.7,-1.1,1.1,-18.2,-55.9,3.2,-1.6,-4.2,-5.6,16.6,102.2
O=[N+]([O-])c1ccc(Nc2nc(N3CCOCC3)nc(N3CCOCC3)n2)cc1,0.3,1.3,-2.3,209.6,-17.0,-4.3,-0.3,1.1,11.2,-3.3,·
O=C(NCc1ccco1)c1ccc(CS(=O)(=O)c2cccc(C(F)(F)F)c2)o1,1.2,2.0,-1.2,5.9,12.9,1.1,0.6,-3.8,6.5,-5.0,100.9
CCOC(=O)c1c(NC(=O)Nc2ccc(Cl)cc2)sc(C)c1C,2.2,1.2,4.3,-9.3,-15.6,2.9,1.5,6.0,-25.2,-40.5,119.1

# Looked up above:
# For Ecoli viability, `CCN(CC)C(=O)CC(c1ccc(N(C)C)cc1)c1c(OC)cc(OC)c2c(-c3ccccc3)cc(=O)oc12` (stereo unspecified) is listed with -0.7
# For PfHsp90 set2, `COc1ccc(CCNc2ccc(C(=O)O)cc2[N+](=O)[O-])cc1OC` is listed with 17.6
# For PfHsp90 set2, `O=C(Nc1nc(SCc2ccc(F)cc2)ns1)c1ccco1` is listed with 29.2
